Compound activity deposited in PubChem by Fisher Drug Discovery Resource Center.
hcGAS inh – Primary biochemical luminescence assay for human cyclic GMP-AMP synthase inhibitors; Q8N884; recombinant h-cGAS, ATP depletion, Kinase-Glo luminescence; inhibition, % at 12.5 µM; 290,000 compounds, 0.081% hits;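 further: 0% = vehicle reaction and 100% = reaction without DNA for no activity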
Target sequence (Q8N884 whole entry, looked up): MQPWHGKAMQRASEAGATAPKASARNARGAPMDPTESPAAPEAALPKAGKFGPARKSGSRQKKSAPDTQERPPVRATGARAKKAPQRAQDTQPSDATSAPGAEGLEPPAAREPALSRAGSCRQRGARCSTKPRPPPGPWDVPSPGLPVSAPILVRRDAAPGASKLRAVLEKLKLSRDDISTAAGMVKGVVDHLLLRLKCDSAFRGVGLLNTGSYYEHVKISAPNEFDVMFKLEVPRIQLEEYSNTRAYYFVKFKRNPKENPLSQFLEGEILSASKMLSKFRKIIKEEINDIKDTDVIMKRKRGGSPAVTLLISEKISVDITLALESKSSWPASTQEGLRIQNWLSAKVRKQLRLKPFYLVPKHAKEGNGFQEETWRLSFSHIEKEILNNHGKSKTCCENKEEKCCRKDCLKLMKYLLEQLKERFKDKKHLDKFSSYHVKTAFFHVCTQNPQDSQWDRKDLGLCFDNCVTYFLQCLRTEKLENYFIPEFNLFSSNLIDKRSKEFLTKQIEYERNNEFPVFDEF
mcGAS lum – cyclic GMP-AMP synthase inhibitors, mouse, primary biochemical chemiluminescence; recombinant cGAS, Kinase-Glo ATP depletion luminescence; inhibition, % at 12.5 µM; 160,000 compounds, 0.15% hits;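 further: 0% = negative control wells and 100% = reference inhibitor with no enzyme activity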
NPYLR7 agonist – agonists of mosquito NPYLR7 receptor, primary screen, cell-based, Aedes aegypti, calcium fluorescence, mosquito biting behavior. 270,000 compounds, 0.15% hits. HEK293T NPYLR7/Galpha15, GCaMP6s calcium fluorescence. Aedes aegypti neuropeptide Y-like receptor 7 (NPYLR7). activation, % at 10 µM; in the data active means activation above about 40%;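 further: 0% = vehicle and 100% = reference agonist at the receptor; some compounds past the cut are filed as inactive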
* hit, by the source's call; x = no result given; & = joins results of further samples. Unless noted, no stated cut-off is given here; in the data, active means inhibition above about 40%; inactive means the rest. Hits appear at their usual frequency; overall some 0.29% were active at least once.

1. CCOC(=O)C1(Cc2ccccc2C)CCCN(C2CCOCC2)C1 (stereo unspecified)
2. CC1(C)C=NC2(CCNCC2)S1
3. CC(C)(C)c1cc(CN2CCN(c3ccc(C(N)=O)cn3)CC2)[nH]n1
4. COc1ccccc1C(=O)Nc1ccnn1C1CCN(Cc2csc(C(C)=O)c2)CC1
5. CCc1ccc(CNC(=O)c2cn(C3CCS(=O)(=O)C3)nc2C(C)C)s1 (stereo unspecified)
6. O=C(c1ccc(Br)cc1)N1CCSC1c1ccccc1OCc1ccccc1 (stereo unspecified)
7. O=C(NCCc1cnc[nH]1)C1CCCN(C2CCN(C(=O)C3CC3)CC2)C1 (stereo unspecified)
8. O=C(CN1C(=O)NC2(CCCCC2)C1=O)NC(=O)NC1CCS(=O)(=O)C1 (stereo unspecified)

entry no.	1	2	3	4	5	6	7	8
hcGAS inh	-2	-1	1	-8&-11	-8	-3	-1	-3
mcGAS lum	-4	x	-5	x	-15	-5	-9	x
NPYLR7 agonist	-6	35	3	5	-2	26	x	0

9. Cc1ccc(NC(=O)Cn2cccc(-c3nc(-c4ccccc4)no3)c2=O)c(C)c1
10. O=C(NC(c1ccccc1)c1cnccn1)C1CCN(Cc2ccccc2F)CC1 (stereo unspecified)
11. NC(C(=O)O)c1ccc(C(=O)O)c(O)c1 (stereo unspecified)
12. O=C1c2cccc3c(N4CCOCC4)ccc(c23)C(=O)N1/N=C\c1ccccc1
13. Cc1ccc(C(=O)N2CCN(c3nc(-c4cccc(Br)c4)nc4ccccc34)CC2)cc1
14. COc1cc(C2Nc3ccccc3N=C3CC(c4ccccc4)CC(=O)C32)ccc1O (stereo unspecified)
15. O=C(CCc1cc2c(n1-c1ccc(Cl)cc1)-c1ccccc1OC2)NCc1cccc(Cl)c1
16. Cc1ccc(-n2ncc3c(=O)[nH]c(-n4nc(C)cc4NC(=O)C(C)Oc4ccccc4)nc32)cc1 (stereo unspecified)

entry no.	9	10	11	12	13	14	15	16
hcGAS inh	-5	1	-2	9	-1	-6	0	-3
mcGAS lum	-11	2	x	4	-8	-7	-4	-6
NPYLR7 agonist	x	-1	-7	-7	19	3	1	x

17. COc1cc(OC)cc(C(=O)N2CCN(Cc3cc(=O)c(OCc4ccc(SC)cc4)co3)CC2)c1
18. Cc1cc(N2CC(c3ccncc3)C2)nc2cc(Cl)ccc12
19. COCc1c(Br)c(C)nc(OCC(=O)N/N=C\c2ccccc2O)c1C#N
20. CC(C)c1cc(C(=O)NC2CCCCCC2)n[nH]1
21. COc1ccc(CCN(Cc2cccs2)C(=O)CN(CC2CCCO2)S(=O)(=O)c2cccc(C(F)(F)F)c2)cc1OC (stereo unspecified)
22. C=CCOC(=O)C1=C(C)N(CC)C(=O)NC1c1ccc([N+](=O)[O-])cc1 (stereo unspecified)
23. CCCCNC(=O)c1nn(-c2ccccc2)c(=O)cc1OC
24. Cc1cccc(CN(CC(O)COc2ccc(Cl)cc2)C2CC2)c1 (stereo unspecified)

entry no.	17	18	19	20	21	22	23	24
hcGAS inh	-5	-7	2	-7	-7	-5	-5	-3
mcGAS lum	-5	-11	-5	-5	-6	-6	x	-4
NPYLR7 agonist	-5	-4	-8	x	x	-3	0	23

25. Cc1cc(C)n(CCNC2CCN(c3ccc(C(=O)N4CCOCC4)cc3)CC2)n1
26. CCOC(=O)C1=C(C)N=c2s/c(=C\c3ccc(F)cc3)c(=O)n2C1c1ccc2c(c1)OCO2 (stereo unspecified)
27. CNc1nc(NC(C)(C)C)nc(Oc2ccc(C=O)cc2)n1
28. O=C1/C(=C/c2ccc(Cl)cc2)C=C(c2ccccc2)N1c1ccc(Nc2ccccc2)cc1
29. CCn1c(SCC(=O)c2cc(C)n(-c3cc(C)on3)c2C)nnc1-c1cccs1
30. COc1ccc(CCNC(=O)COc2ccc(SC)cc2)cc1OC
31. CN(CCCn1ccnc1)C(=O)Nc1cccc(Oc2ccccn2)c1
32. Cc1[nH]ncc1CN(CC(=O)NCCCOC(C)c1ccccc1)c1ccc(O)cc1 (stereo unspecified)

entry no.	25	26	27	28	29	30	31	32
hcGAS inh	1	0	-4	-3	-7	-20	3	-10
mcGAS lum	1	x	-6	-4	x	-4	x	x
NPYLR7 agonist	16	-2	3	1	4	15	4	-10

33. CCOC(=O)c1c(NC(=O)c2cccs2)sc(C(=O)Nc2cccc(C(F)(F)F)c2)c1C
34. Cc1nc(N(C)CC(=O)N(C)C)c2cnn(-c3cccc(Cl)c3)c2n1
35. Cc1nn2c(nnc3c(=O)n(-c4ccc5c(c4)OCCO5)ccc32)c1-c1ccccc1
36. CCc1ccc(C2COCCN2C(=O)C2(C)CC2(Cl)Cl)o1 (stereo unspecified)
37. COc1cccc(-c2csc(-c3nnn(-c4cccc(F)c4)c3C)n2)c1
38. Cc1nn(-c2ccccc2)c(C)c1CC(=O)NC1CCCN(Cc2ccccc2F)C1 (stereo unspecified)
39. Cc1ccc(-c2ccnc(NCCc3c(C)n[nH]c3C)n2)c(C)n1
40. O=C(CN1C(=O)NC2(CCCc3ccccc32)C1=O)NC1C2CC3CC(C2)CC1C3 (stereo unspecified)

entry no.	33	34	35	36	37	38	39	40
hcGAS inh	-5	-8	-5	-8	-10	5	-5	-8
mcGAS lum	x	x	x	-14	-8	-1	x	x
NPYLR7 agonist	-5	4	7	-1	6	-7	19	1

41. CCOC(=O)c1ccc2c(c1)nc(SCc1cc(F)ccc1C)n2Cc1ccccn1
42. COCCNC(=O)[C@H]1C[C@@H](O)[C@H](O)[C@@H]2N=C(Nc3ccc(OC(F)(F)F)cc3)S[C@@H]21
43. CCOC(=O)c1cc(-c2cccc(NC(=O)c3cccc(OC(C)=O)c3C)c2)n(-c2ccccc2OC)n1
44. COc1ccc(NC(=S)N2CCC(C(=O)NC(c3ccccc3C)c3ncccc3C)CC2)cc1 (stereo unspecified)
45. COc1ccc2cc(C(=O)C3CCCN(C(=O)c4cnn(C(C)C)c4)C3)ccc2c1 (stereo unspecified)
46. Cc1ccccc1-c1ncc(-c2nccn2Cc2cccnc2)s1
47. Cc1nn(C)c(C)c1C(=O)N1CCCC(O)(C(F)(F)F)C1 (stereo unspecified)
48. CN(CCc1ccncc1)C(=O)C(c1ccccc1)N1CC2(C)CC1CC(C)(C)C2 (stereo unspecified)

entry no.	41	42	43	44	45	46	47	48
hcGAS inh	-5	-4	-7	-6	-10	-2	8	4
mcGAS lum	-6	-8	-9	-2	x	x	x	-1
NPYLR7 agonist	4	-11	25	-1	2	2	-3	3

Single records (already shown).
Profile of CN(CCc1ccncc1)C(=O)C(c1ccccc1)N1CC2(C)CC1CC(C)(C)C2 (stereo unspecified) : hcGAS inh: 4; mcGAS lum: -1; NPYLR7 agonist: 3
Profile of Cc1nn(C)c(C)c1C(=O)N1CCCC(O)(C(F)(F)F)C1 (stereo unspecified) : hcGAS inh: 8; mcGAS lum: x; NPYLR7 agonist: -3

(more compounds)
49. Cc1cccc2c(=O)n(CCN3CCCC(c4ccccc4)C3)cnc12 (stereo unspecified)
50. CC(C)(C)C(=O)COC(=O)CNC(=O)c1ccccc1
51. CCOC(=O)c1nc2ccccc2nc1N1CCN(C(=O)C(=O)OC)CC1
52. O=C(NCC(c1ccccc1)c1ccccc1)c1cccnc1Nc1cccc(C(F)(F)F)c1
53. Cc1ccc2nc(NC(=O)CSc3ccc4nnc(-c5cccc(F)c5)n4n3)sc2c1
54. CC(=O)c1ccc(OCC(=O)NC(C)c2cnn(-c3ccccc3C)c2C)cc1 (stereo unspecified)
55. O=C(CCCn1ncn2c(cc3occc32)c1=O)N1CCCCCC1
56. COc1ccccc1C(=O)N1CCCC(C(=O)NC2CCCC[C@H]2NC(=O)c2ccccc2C)C1 (stereo partly specified)

entry no.	49	50	51	52	53	54	55	56
hcGAS inh	-7&-11	5	-9	-9	-6	-6	-2	-4
mcGAS lum	-11	x	-6	-2	-5	x	-3	-10
NPYLR7 agonist	27&3	-5	1	-2	11	12	1	x

57. Cc1nc(C)c(C(C)NC(=O)COc2ccc3c(c2)CCC3)s1 (stereo unspecified)
58. CN(CC(=O)Nc1sc2c(c1C#N)CCCCC2)Cc1ccco1
59. CCOC(=O)C1=C(C)N(C)C(=S)NC1c1cccc(N)c1 (stereo unspecified)
60. O=C(Nc1cccc(N2CCNC2=O)c1)c1ccccc1Cl
61. CC(C)Oc1ccc(CN2CCC2(C)C(=O)Nc2cccc(Oc3ccccc3)c2)cc1 (stereo unspecified)
62. Cc1c(Cl)cnn1CC(=O)NCC(F)(F)F
63. COc1ccc(-n2nc([N+](=O)[O-])c(=Nc3cccc(C)c3C)n2O)cc1
64. COc1ccc(S(=O)(=O)NC(C)c2ccccc2OC)cc1Br (stereo unspecified)

entry no.	57	58	59	60	61	62	63	64
hcGAS inh	-3	-1	-6	-7	-8	-6	1	0
mcGAS lum	x	-9	x	x	x	-14	-3	-5
NPYLR7 agonist	0	4	3	2	6	0	-11	-2

65. Cc1occc1C(=O)N1CCC(N2CCN(CCO)CC2)CC1
66. CC(C)(C)c1cc(N=Cc2nc(-c3ccco3)oc2O)c(O)c(C(C)(C)C)c1
67. O=C(OCc1nc(C(=O)N2CCC[C@H]2C(=O)OCc2ccccc2)cs1)c1ccccc1
68. O=C(NC(c1ccc(F)cc1)c1cnccn1)C1CCN(CCOc2ccc3ccccc3c2)CC1 (stereo unspecified)
69. O=C(Nc1ccc2nc([C@H]3C[C@H](O)[C@@H](CO)O3)[nH]c2c1)c1cccnc1
70. C=CCNc1nc2ccccc2nc1NS(=O)(=O)c1ccc(Br)cc1
71. CCCn1c(=O)c2c(nc3n2CCN3c2ccccc2)n(C)c1=O
72. O=C(COc1ccc(Cl)cc1)N=Nc1c(O)n(CN2CCOCC2)c2ccccc12

entry no.	65	66	67	68	69	70	71	72
hcGAS inh	-11	-5	-3	0	-4	-2&-5	-3	-6
mcGAS lum	-6	-7	-7	1	-4	-2	x	5
NPYLR7 agonist	x	-5	-9	-12	12	4&18	10	-3

73. CN1CCN(C(=O)c2cc3n(n2)C(C(F)(F)F)CC(c2ccc(Cl)cc2)N3)CC1 (stereo unspecified)
74. CCN(CC)c1ccc(CN(CCOC)C(=O)c2ccccc2Cl)c(OS(C)(=O)=O)c1
75. CCCCCCCC(=O)Nc1c(-c2ccc(OC)c(OC)c2)nc2ccc(C)cn12
76. CCc1cccc2c(C(CC(=O)N3CCOCC3)c3ccc(Cl)cc3)cn(CC)c12 (stereo unspecified)
77. Cc1ccc(-c2csc(-c3ccc(O)cc3)n2)s1
78. Cc1ccc2c(c1)c(N=Nc1ccc([N+](=O)[O-])cc1)c(O)n2C
79. O=S(=O)(c1ccc(F)cc1)N1CCN(c2ncnc3sc4c(c23)CCCC4)CC1
80. CC(=O)c1ccc(N2Cc3ccccc3C3(CCOCC3)C2=N)cc1

entry no.	73	74	75	76	77	78	79	80
hcGAS inh	-9	-7	-10	4	2	-3	-11	-4
mcGAS lum	-7	-10	-9	-1	x	-5	x	-7
NPYLR7 agonist	-1	15	-4	x	-5	-4	4	-12

From entry 73 as far as 74, as listed above:
73. CN1CCN(C(=O)c2cc3n(n2)C(C(F)(F)F)CC(c2ccc(Cl)cc2)N3)CC1 (stereo unspecified)
74. CCN(CC)c1ccc(CN(CCOC)C(=O)c2ccccc2Cl)c(OS(C)(=O)=O)c1

entry no.	73	74
hcGAS inh	-9	-7
mcGAS lum	-7	-10
NPYLR7 agonist	-1	15

(continued)
81. Cc1cccc(-n2ccnc2CN2CCc3c([nH]c4ccccc34)C2c2ccccn2)c1 (stereo unspecified)
82. COC(=O)c1ccc(NC(=O)C2CCN(c3ccc(-c4ccco4)nn3)CC2)cc1
83. C=CCn1c(SCC(N)=O)nc2c([nH]c3ccccc32)c1=O
84. O=C(Cc1cc(-c2cc3ccccc3o2)on1)NCCCN1CCOCC1
85. O=C(c1ccccc1F)N1CCCC(OCC2CC2)C1 (stereo unspecified)
86. Clc1ccccc1CNc1nc(-c2ccccc2)no1
87. O=C(c1cc2n(n1)CCN(Cc1cccc(C(F)(F)F)c1)C2=O)N1CCC2(CC1)OCCO2
88. COc1ccc(CC2CCN(C(=O)COc3cccc(Cl)c3)CC2)cc1

entry no.	81	82	83	84	85	86	87	88
hcGAS inh	-6	1	1	-2	-1	-7	-4	-6
mcGAS lum	-7	-2	-7	-5	-5	x	-5	-8
NPYLR7 agonist	15	-5	11	3	-6	13	25	2

89. CN(CC1CCNCC1)C(=O)OC(C)(C)C
90. COc1cccc(C2c3[nH]c4ccccc4c3CCN2Cc2cnc(SC)nc2)c1 (stereo unspecified)
91. CC(C)[C@H](NS(=O)(=O)c1cccc(C(F)(F)F)c1)C(=O)OCCN1C(=O)c2ccccc2C1=O
92. C=CCN(CC(=O)N(CCc1ccc(OC)c(OC)c1)Cc1sccc1C)C(=O)Nc1ccccc1OCC

entry no.	89	90	91	92
hcGAS inh	2	-3	-7	-8
mcGAS lum	-4	-4	-5	-5
NPYLR7 agonist	2	1	-6	-11
